Bfl-1 Bim block – disrupts Bim binding to human Bfl-1 | 190,000 compounds, 0.12% hits | Bead-based flow cytometry, Bim-Bfl-1 binding inhibition | inhibition, % at 10 µM;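 further: 0% = wells without compound plus tracer and 100% = blocker peptide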
RGS7-Gao – human RGS7-Galphao interaction regulation; P09471; Multiplexed bead flow cytometry, RGS7-Galphao binding; actives lie on both sides; binding response (% of control), % at 10 µM; 220,000 compounds, 0.35% hits; in the data active means binding response below about 49% or above about 150%; inconclusive means no clear call, values can overlap the other calls; inactive means in between;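 further: fluorescent Galphao held in activated GDP-AlF4 state binding bead-coupled RGS7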
RGS8-Gao reg – modulates binding of RGS8 to human Galphao. P09471. multiplexed bead flow cytometry; actives lie on both sides. response (percent of control binding), % at 10 µM. 220,000 compounds, 0.34% hits. AID 1423; in the data active means response below about 60% or above about 140%; inactive means in between;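 further: Galphao activated as the GDP aluminium fluoride complex binding bead-coupled RGS8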
Bcl-2 Bim block – disrupts Bim peptide binding to human Bcl-2; P10415; Bead-based flow cytometry, Bim peptide-Bcl-2 binding; inhibition, % at 10 µM; 190,000 compounds, 0.06% hits; AID 950; in the data active means inhibition above about 40%; inconclusive means no clear call, values can overlap the other calls;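 further: 0% = no compound wells with probe peptide and 100% = reference peptide inhibitor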
Bim-Bcl-XL – inhibitors of Bim-Bcl-XL interaction, human. inhibition, % at 10 µM. 190,000 compounds, 0.04% hits. Bim peptide-Bcl-XL binding, bead flow cytometry, fluorescence. Q07817. AID 1007
GSH fluor – GSH bead compound fluorescence profile | GSH beads flow cytometry, compound fluorescence 488/530 nm; stronger effect = higher value | fluorescence (KMESF) at 10 µM | 190,000 compounds, 0.25% hits; in the data active means fluorescence above about 89;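 further: glutathione beads carrying GST-tagged Bcl family fusion proteins plus one bare bead set; values are compound well signal with DMSO vehicle wells as background; inactives centre near 16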
Bim-Bcl-B – disrupts Bim peptide binding to human Bcl-B. bead-based flow cytometry. inhibition, % at 10 µM. 190,000 compounds, 0.073% hits;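 further: 0% = tracer peptide without compound and 100% = reference inhibitor peptide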
Target sequence (Q9HD36 whole entry, looked up): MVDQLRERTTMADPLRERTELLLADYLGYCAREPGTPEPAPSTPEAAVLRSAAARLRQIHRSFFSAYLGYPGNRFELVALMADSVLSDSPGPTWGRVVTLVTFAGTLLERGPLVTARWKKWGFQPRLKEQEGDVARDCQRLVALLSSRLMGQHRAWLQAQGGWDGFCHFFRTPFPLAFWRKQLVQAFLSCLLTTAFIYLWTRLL
ABCG2 inh – inhibitors of human ABCG2 transporter, ABCB1 counter-screen | Q9UNQ0 | IgMXP3 cells, JC-1 efflux, flow cytometry | inhibition, % at 6.6 µM | 190,000 compounds, 0.1% hits | AID 1325;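 active means inhibition above 80%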;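 further: 0% = DMSO and 100% = nicardipine control wells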
Target sequence (Q9UNQ0 whole entry, looked up): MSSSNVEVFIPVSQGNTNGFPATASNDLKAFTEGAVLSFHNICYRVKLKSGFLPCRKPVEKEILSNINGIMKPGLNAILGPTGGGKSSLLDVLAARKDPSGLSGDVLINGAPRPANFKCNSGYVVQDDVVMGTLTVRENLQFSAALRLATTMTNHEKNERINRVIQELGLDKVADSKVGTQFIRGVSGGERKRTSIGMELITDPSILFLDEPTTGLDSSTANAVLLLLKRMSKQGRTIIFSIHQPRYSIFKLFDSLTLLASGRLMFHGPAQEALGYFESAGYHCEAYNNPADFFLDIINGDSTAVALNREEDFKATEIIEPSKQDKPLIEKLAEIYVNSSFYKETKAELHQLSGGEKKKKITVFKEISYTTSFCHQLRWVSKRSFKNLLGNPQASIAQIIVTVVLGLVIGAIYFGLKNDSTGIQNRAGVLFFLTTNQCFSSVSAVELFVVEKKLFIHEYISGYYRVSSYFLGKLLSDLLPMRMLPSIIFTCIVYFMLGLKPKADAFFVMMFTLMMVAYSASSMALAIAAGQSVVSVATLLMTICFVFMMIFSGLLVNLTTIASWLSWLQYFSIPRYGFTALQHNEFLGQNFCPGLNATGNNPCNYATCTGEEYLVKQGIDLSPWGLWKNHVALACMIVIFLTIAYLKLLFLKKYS
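Test system: IgMXP3 (ABCG2) plus far-red-tagged CCRF-Adr (ABCB1) cells. Reagent: JC-1 dye as substrate. Timing: 10 min exposure at 25 °C with rotation, no wash. Measured by: flow cytometric JC-1 green MFI at 530 nm. Read-out: percent efflux inhibition, scaled nicardipine 100% to DMSO 0%. Control set: nicardipine and DMSO wells.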
Bcl-W Bim block – human Bim-Bcl-W interaction inhibition; Q92843; bead-based flow cytometry, Bim peptide-Bcl-W binding; inhibition, % at 10 µM; 190,000 compounds, 0.02% hits;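 further: 0% = bound tracer without compound and 100% = peptide blocker; higher means less fluorescent Bim peptide bound to Bcl-W beads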
Target sequence (Q92843 whole entry, looked up): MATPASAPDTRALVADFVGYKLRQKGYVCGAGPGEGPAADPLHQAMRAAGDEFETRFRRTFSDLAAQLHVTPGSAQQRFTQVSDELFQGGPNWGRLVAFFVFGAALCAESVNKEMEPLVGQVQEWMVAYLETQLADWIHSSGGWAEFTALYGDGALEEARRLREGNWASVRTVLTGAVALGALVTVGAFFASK
RGS4-Gao reg – human RGS4-Galphao interaction regulation; P09471; Multiplexed bead flow cytometry, RGS4-Galphao binding; actives lie on both sides; binding response (% of control), % at 10 µM; 220,000 compounds, 0.33% hits; in the data active means binding response below about 49% or above about 150%; inactive means in between;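 further: fluorescent Galphao activated with aluminum fluoride binding bead-coupled RGS4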
ABCB1 inh – blocks JC-1 efflux by human ABCB1 transporter; P08183; CCRF-Adr cells, flow cytometry; inhibition, % at 6.6 µM; 190,000 compounds, 0.067% hits; AID 1326; in the data active means inhibition above about 40%;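 further: 0% = vehicle and 100% = reference inhibitor; higher value means more JC-1 retained so stronger ABCB1 efflux block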
* hit, by the source's call; ? = inconclusive; / = no result given; & = joins results of further samples. Unless noted, no stated cut-off is given here; in the data, active means inhibition above about 40%.

SMILES	Bfl-1 Bim block	RGS7-Gao	RGS8-Gao reg	Bcl-2 Bim block	Bim-Bcl-XL	GSH fluor	Bim-Bcl-B	ABCG2 inh	Bcl-W Bim block	RGS4-Gao reg	ABCB1 inh
N#CC1=C(N)Oc2cc(N)ccc2C1C1CC=CCC1 (configuration not stated)	-4	98	101	-3	-1	32	2	1	-3	99	0.0
Cn1c(SCC(=O)N2CCCc3ccccc32)nnc1-c1ccccc1	0	92	97	-1	-1	8	-5	3	-1	95	1.0
CCc1nn(-c2ccccc2)c(N)c1C#N	0	104	103	1	-4	23	0	16	-1	104	5.1
COCCCNC(=S)Nc1ccc(CC(=O)O)cc1	-3	99	101	-5	-6	7	-7	0	-3	99	0.6
O=C(Cc1ccc(Cl)c(Cl)c1)Nc1ccc2[nH]c(=O)[nH]c2c1	-4	?	101	-1	0	12	-1	-1	-2	101	-0.6
Cc1ccc(CNC(=O)c2ccc(COc3ccccc3)cc2)cc1	-7	103	100	-9	-6	10	-8	13	-3	105	/
O=C(NCCC1=CCCCC1)C(=O)NCc1ccccc1	13	96	102	11	11	10	7	-2	6	98	-0.1
CNS(=O)(=O)c1cc(N)ccc1C	-3	103	100	-2	0	13	0	0	0	102	-0.1
COc1ccc(-n2cnnc2SCC(=O)NC2CCCc3ccccc32)cc1 (configuration not stated)	0	94	110	0	-2	5	-4	0	0	100	2.8
Cc1cccc2cc(CN(Cc3ccco3)C(c3nnnn3CCc3ccccc3)C(C)C)c(=O)[nH]c12 (configuration not stated)	-1	101	101	0	-2	13	1	12	0	99	10
CCC(C)NC(=O)CO/N=C/c1ccc(C(=O)OC)cc1 (configuration not stated)	-5	105	101	0	-5	7	-3	0	2	99	0.1
O=C(Nc1ccc2c(c1)OCO2)c1ccc(S(=O)(=O)NCC2CCCO2)cc1 (configuration not stated)	-17	102	102	-12	-10	28	-12	3	-2	103	0.3
C=CCn1c(-c2ccc(OC)cc2)nc2nc3ccccc3nc21	-8	102	99	1	0	24	-3	3	0	98	0.8
CCOC(=O)N1CCN(C(=O)Cc2c(C(=O)O)n(C)c3ccccc23)CC1	-7	95	98	-5	-4	15	-6	0	-1	103	0.2
O=C1CCC/C(=N/Nc2ccc(Cl)cc2)C1	14	109	105	9	1	21	3	0	12	108	0.0
O=C(CCC1CCCC1)NCc1ccccn1	-9	101	99	-9	0	31	-11	2	-1	103	1.0
COc1ccc(S(=O)(=O)N2CCCCC2)cc1C(C)C	-5	98	103	-4	-8	46	-7	3	0	100	-0.9
CC1NC(=S)N(C2CCCCC2)C1=O (configuration not stated)	-5	100	103	-3	-2	12	-7	-2	0	100	-0.5
C=CCn1c(CCNC(=O)c2cccs2)nnc1SCC(=O)c1ccc(Cl)cc1	-2	99	103	-2	-3	19	-1	4	-1	103	0.5
Cc1cc2nn(-c3ccccc3)nc2cc1NC(=O)c1cccs1	-3	102	108	-2	-6	13	-3	3	0	108	0.0
COc1ccc(S(=O)(=O)N(C)CC(=O)Nc2ccccc2SC)cc1Cl	-7	104	103	-5	-3	15	-6	19	0	101	0.6
Cc1ccc(-n2c(O)c(/C=N/Nc3ccc(S(=O)(=O)N4CCOCC4)cc3[N+](=O)[O-])c3ccccc3c2=O)c(C)c1	11	92	88	6	1	7	0	8	3	95	1.1
CCOC(=O)c1c(NC(=O)CCN2C(=O)c3cccc([N+](=O)[O-])c3C2=O)sc(C(=O)OC(C)C)c1C	-2	84	72	-5	-5	19	-13	2	-6	85	-0.3
COc1ccc2sc(C)nc2c1NC(C)=O	-9	99	98	-11	-7	12	-4	2	-3	96	0.2
Cc1ccc(C(=O)NS(=O)(=O)c2ccccc2)cc1	-3	102	103	0	1	20	2	1	2	103	0.3
COCCSc1nnc(NC(=O)c2cc(OC)c(OC)cc2[N+](=O)[O-])s1	-4	?	100	0	-3	21	-2	9	-1	103	0.4
COc1ccc(C(=O)NC(=S)NCc2cccnc2)cc1Br	-4	90	94	-3	-5	10	-2	34	0	95	1.9
CCOC(=O)c1c(C)c(C)n(Cc2ccc(OC)c(OC)c2)c1C	2	101	109	0	-2	20	4	7	7	101	2.5
CC(C)(C)NC(=O)COC(=O)/C=C/c1ccc(F)cc1	-15	101	97	-8	-11	18	-17	2	-7	101	0.1
CCC(CC)c1nnc(NC(=O)COc2ccc3c(C)cc(=O)oc3c2)s1	-1	97	98	0	-2	26	-3	0	-3	97	0.0
CN1CCN(c2ccccc2NC(=O)c2ccc(N3CCCCC3)c([N+](=O)[O-])c2)CC1	-4	98	100	-1	-3	10	-4	31	-2	99	31
CCc1ccc(C2=NN(CCC(=O)NCc3cccs3)C(=O)CC2)cc1	-4	104	103	-1	-5	15	-5	3	-4	105	0.9
CC1(C)Cc2nc3oc4c(=O)n(CC(=O)Nc5ccccc5)cnc4c3cc2CO1	-7	99	101	0	-8	20	-4	1	-6	101	0.0
COc1ccccc1Nc1ccc([N+](=O)[O-])cc1N	6	105	103	1	-4	5	-13	23	1	105	0.4
COc1cc(C=C2C(=O)c3ccccc3C2=O)cc(OC)c1OC	6	94	95	2	-1	14	-2	1	0	101	-3.0
O=C(Nc1cccc([N+](=O)[O-])c1)c1ccc(CSc2ccccc2)cc1	-8	97	104	-1	0	8	-6	1	1	100	0.1
Cc1cccc(N2CCN(CCNC(=O)c3cc4c(s3)CS(=O)(=O)C4)CC2)c1C	-10	103	109	-12	0	27	-6	9	-1	109	0.2
CC(=O)c1ccc(NS(=O)(=O)c2ccc(C(C)(C)C)cc2)cc1	-4	103	105	-4	-1	16	-3	0	1	103	1.9
N/C(Cc1ccc([N+](=O)[O-])cc1)=N\OC(=O)c1ccc2ccccc2c1	-10	90	89	-8	-4	65	-10	3	6	89	0.5
CCc1ccc(NC(=O)N(C2CCCCC2)C(C)c2cccnc2)cc1 (configuration not stated)	-2	92	82	1	-7	31	-1	1	-2	89	0.2
CCOC(=O)C(C)n1cnc2c(cnn2-c2ccc(Cl)cc2)c1=O (configuration not stated)	-9	99	99	-4	5	42	-7	3	4	102	0.3
Nc1ccn([C@H]2CC[C@@H](CO)O2)c(=O)n1	-2&-4	92&106	100&106	-4&-3	0&-2	69&14	-3&-5	0&1	1&-2	98&105	0.7
COc1cc(SC)ccc1C(=O)NCCOc1ccc(C)c(C)c1	0	102	102	2	-2	10	-1	8	0	101	0.7
Cc1ccc(C(=O)NN2CCOCC2)cc1	-2	100	101	0	0	21	-4	0	2	102	-0.2
CCCNC(=O)NCc1ccc(N2CCCC2=O)cc1	0	100	99	2	-1	11	0	3	0	103	0.8

Looked up by structure from the list above, four records:
SMILES	Bfl-1 Bim block	RGS7-Gao	RGS8-Gao reg	Bcl-2 Bim block	Bim-Bcl-XL	GSH fluor	Bim-Bcl-B	ABCG2 inh	Bcl-W Bim block	RGS4-Gao reg	ABCB1 inh
Cn1c(SCC(=O)N2CCCc3ccccc32)nnc1-c1ccccc1	0	92	97	-1	-1	8	-5	3	-1	95	1.0
CCOC(=O)c1c(C)c(C)n(Cc2ccc(OC)c(OC)c2)c1C	2	101	109	0	-2	20	4	7	7	101	2.5
C=CCn1c(-c2ccc(OC)cc2)nc2nc3ccccc3nc21	-8	102	99	1	0	24	-3	3	0	98	0.8
CCc1ccc(NC(=O)N(C2CCCCC2)C(C)c2cccnc2)cc1 (configuration not stated)	-2	92	82	1	-7	31	-1	1	-2	89	0.2

Later entries
SMILES	Bfl-1 Bim block	RGS7-Gao	RGS8-Gao reg	Bcl-2 Bim block	Bim-Bcl-XL	GSH fluor	Bim-Bcl-B	ABCG2 inh	Bcl-W Bim block	RGS4-Gao reg	ABCB1 inh
CCOC(=O)Cn1c(S(=O)(=O)Cc2ccc(Cl)cc2)nc(-c2ccccc2)c1-c1ccccc1	-1	102	101	-4	-3	23	0	5	5	100	1.2
O=C(c1cccnc1)N1CCN(S(=O)(=O)c2ccc3ccccc3c2)CC1	-9	96	99	-5	-1	45	0	1	-1	100	0.1
CCNC(=O)/C(C#N)=C/c1c(N2CCOCC2)nc2ccccn2c1=O	-7	96	99	-11	-7	16	-13	18	-3	97	0.6
CCn1ccc(C(=O)Nc2cccc(Cl)c2)n1	-3	103	99	-2	-2	14	-2	17	0	99	0.2
COc1ccccc1C1CC(=O)Nc2c1c(=O)n(C)c(=O)n2C (configuration not stated)	-5	102	98	-4	-4	23	-5	0	-2	101	0.0
CN(CC(=O)Nc1ccc(S(=O)(=O)N2CCCC2)cc1)CC(=O)Nc1ccc(F)c(F)c1F	-7	103	101	-4	-5	9	-6	3	-3	100	0.3
COc1cccc(OCc2nnc(SCC(=O)NNC(=O)C3CCCCC3)n2C)c1	-5	99	101	-5	-4	19	-4	5	0	101	-0.2
COc1cc(C(c2c(C)[nH][nH]c2=O)c2c(C)[nH][nH]c2=O)ccc1OS(=O)(=O)c1ccccc1	0	118	110	0	2	16	-2	/	2	121	/
CCOC(=O)CC(NC(=O)Cc1ccc(F)cc1)c1ccccc1Cl (configuration not stated)	-14	97	103	-8	-3	11	-5	36	-2	101	0.9
O=S(=O)(c1ccc(N2CCN(S(=O)(=O)c3ccccc3)CC2)nc1)N1CCCC1	0	102	100	0	-1	68	0	-1	-3	97	-0.3
CCS(=O)(=O)c1ccc2oc(SCC(=O)NCc3ccccc3)nc2c1	-2	97	102	0	0	10	0	10	0	102	1.7
Cc1ccc2c(CN3CCN(S(=O)(=O)/C=C/c4ccccc4)CC3)cc(=O)oc2c1	0	103	101	-4	0	11	-1	4	1	105	0.6
Nc1c(Cl)cnc(C(Cl)(Cl)Cl)c1Cl	2	?	101	0	-5	17	-3	3	-1	102	0.0
COc1ccc(C(=O)c2ccc(OC)c(OC)c2)cc1OC	-2	101	100	0	-3	16	-1	6	0	97	1.0
Cc1nc(N2CCCCC2C)c2c(C)c(C(=O)Nc3cccc(C(F)(F)F)c3)sc2n1 (configuration not stated)	-3	100	102	1	-2	15	-5	3	-2	102	0.0
Cc1ccccc1NC(=O)C(=O)c1cn(C)c2ccccc12	-4	?	102	-1	0	15	-3	5	-1	102	1.0
CCCc1nc(NCc2ccccn2)c2nnn(Cc3ccccc3F)c2n1	0	97	101	-4	-1	23	-1	2	1	99	1.0
Cn1c(=O)c2c(SCC(N)=O)nc(CC(C)(C)C)nc2n(C)c1=O	-10	99	100	-10	-3	24	-6	-1	1	99	-2.3
Cc1ccc(-c2nc(CN(C)C3CCOC3)c(C)o2)s1 (configuration not stated)	-6	95	102	0	-2	16	0	3	1	93	0.5
Cc1cc(C)cc(N2C(=O)CC(Sc3ncn[nH]3)C2=O)c1 (configuration not stated)	2	101	107	0	4	11	-1	2	7	102	1.1
CN=C1c2cc3cc(OC)ccc3n2CCN1C	13	96	84	8	11	56	12	-1	11	94	0.7
COc1ccc(/C(N)=N/OC(=O)CN(C)S(=O)(=O)c2ccc(C)cc2)cc1	5	101	98	0	-4	14	1	9	-2	98	1.2
c1ccc2[nH]c(SCc3cn4cccnc4n3)nc2c1	-5	101	97	-5	-10	9	-13	0	-4	100	0.2
COCCCN(CC(=O)Nc1ccc(N2CCOCC2)cc1)S(=O)(=O)c1ccccc1	-4	99	105	-2	-1	20	-2	3	-1	102	1.5

From PubChem BioAssay
